Compound activity: PubChem BioAssay, several laboratories
RBBP9 inh: human RBBP9 hydrolase inhibition. inhibition, % at 7.94 µM. recombinant RBBP9, FP-Rh probe fluorescence polarization. O75884. 220,000 tested, 0.2% active;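 active = inhibition above the campaign mean of all tested compounds plus 3 SD, cut at about 14% in these data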;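 also: plate controls were DMSO wells with RBBP9 for no effect and wells lacking RBBP9 protein for full effect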
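Test system – recombinant human RBBP9 · Input – RBBP9 2.5 µM in dispensing solution, pre-mixing · Medium – Tris buffer pH 8.0, NaCl, Pluronic · Schedule – preincubation 30 min plus labeling 45 min at 25 °C · Measured by – fluorescence polarization · Measure – % inhibition · Controls – DMSO and no-protein wells · Replicates – one well per compound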
L929 necroptosis: blocks zVAD induced death of L929 cells; 220,000 tested, 0.38% active; viability rescue, % at 10 µM; AID 1377; L929 zVAD necroptosis rescue, ATP luminescence, 24 h; with zVAD 60 µM;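 active = activation, scaled between plate controls, above about 75%, limit read from the data; inactive = activation under that limit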;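 also: 0% = zVAD with DMSO and 100% = DMSO alone without zVAD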
PGE2 EP2 inh: inhibitors of human EP2 prostaglandin E2 receptor; C6 glioma cells expressing human EP2, cAMP TR-FRET; cells stimulated with saturating PGE2; inhibition, % at 25 µM; 260,000 tested, 0.52% active; AID 1422;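 active = percent inhibition above 40 after rounding to a whole number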;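 also: rat C6 glioma host cells with rolipram phosphodiesterase inhibitor present; the protocol text gives 20 µM as final concentration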
EP2 modulator: modulates human prostaglandin E2 receptor EP2 signaling; EP2-expressing cells, cAMP HTRF FRET, PGE2 co-stimulation; induction, % at 25 µM; P43116; 260,000 tested, 0.83% active;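 active = compounds whose cAMP rise, as percent of the full-agonist control response, exceeds 60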;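 also: rat C6 glioma line stably carrying human EP2 under a CMV promoter; the protocol text gives 20 µM as final concentration; 100% = response of wells given 1 µM PGE2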
TNF necrop inh: blocks TNF-alpha induced death of Jurkat FADD-/- cells; Jurkat FADD-/- TNF necroptosis rescue, ATP luminescence, 24 h; 0 = TNF only, 100 = no-TNF cells; activation (protection from cell death), % at 10 µM; 220,000 tested, 0.068% active; AID 463075;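 active = activation, meaning protection from cell death, of at least 50% relative to plate controls; inactive = activation below 50%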;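 also: necroptosis triggered by 40 ng/mL TNF-alpha added together with compound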
Runt-CBFb FRET: blocks binding of human RUNX1 Runt domain to CBFb; AID 1496; Q01196+Q13951; inhibition, % at 20 µM; Cerulean-Runt/Venus-CBFb FRET ratio 530/480, 1 h; 220,000 tested, 0.46% active;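 active = inhibition over about 50% at 20 µM in the single-dose screen, limit read from the data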;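 also: 0% = DMSO wells and 100% = excess unlabeled CBFb competitor control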
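Assay system: Cerulean-tagged RUNX1 Runt domain (FRET donor) fusion protein / Amount: 100 nM each of Venus-CBFb and Cerulean-Runt domain / Medium: Tris buffer pH 7.5 with salts and BSA / Also added: Venus-CBFb 100 nM / Schedule: 1 h complex formation plus 1 h compound treatment, room temperature / Signal: FRET fluorescence / Read-out: loss of energy transfer signal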
Runt-SMMHC FRET: blocks binding of human RUNX1 Runt domain to CBFb-SMMHC; inhibition, % at 20 µM; 220,000 tested, 0.74% active; Cerulean-Runt/Venus-CBFb-SMMHC FRET ratio 530/480, 1 h; AID 1434;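 active = mean inhibition across duplicate retests at 20 µM reaching about 50%, limit read from the data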;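 also: 0% = DMSO wells and 100% = wells with excess untagged CBFb-SMMHC; inhibitors lower the FRET ratio by blocking Runt binding to CBFb-SMMHC; some results filed as inactive read as strong as hits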
Hck Nef HTS: blocks Nef-activated human Hck kinase; P08631; Recombinant Hck-YEEI plus Nef, Z-Lyte FRET kinase assay; inhibition, % at 20 µM; 220,000 tested, 0.68% active; AID 463187;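 active = Hck-Nef kinase inhibition above about 50%, limit read from the data; inactive = inhibition below that limit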;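 also: 0% = DMSO with Hck plus Nef and 100% = Hck alone without Nef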
PERK inhibitor: blocks human PERK kinase | CHO PERK-DD fusion, SEAP luminescence translation reporter | 220,000 tested, 0.17% active | Q9NZJ5 | inhibition, % at 5.6 µM;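 active = inhibition above the mean inhibition of all tested compounds plus 3 SD, set separately per screening campaign, cut at about 2.9% in these data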;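 also: PERK kinase domain activated by AP20187 dimerizer at 100 nM; 0% = DMSO with dimerizer and 100% = rapamycin at 8.4 µM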
Target sequence (Q9NZJ5 whole entry, looked up, the tested form may be a part): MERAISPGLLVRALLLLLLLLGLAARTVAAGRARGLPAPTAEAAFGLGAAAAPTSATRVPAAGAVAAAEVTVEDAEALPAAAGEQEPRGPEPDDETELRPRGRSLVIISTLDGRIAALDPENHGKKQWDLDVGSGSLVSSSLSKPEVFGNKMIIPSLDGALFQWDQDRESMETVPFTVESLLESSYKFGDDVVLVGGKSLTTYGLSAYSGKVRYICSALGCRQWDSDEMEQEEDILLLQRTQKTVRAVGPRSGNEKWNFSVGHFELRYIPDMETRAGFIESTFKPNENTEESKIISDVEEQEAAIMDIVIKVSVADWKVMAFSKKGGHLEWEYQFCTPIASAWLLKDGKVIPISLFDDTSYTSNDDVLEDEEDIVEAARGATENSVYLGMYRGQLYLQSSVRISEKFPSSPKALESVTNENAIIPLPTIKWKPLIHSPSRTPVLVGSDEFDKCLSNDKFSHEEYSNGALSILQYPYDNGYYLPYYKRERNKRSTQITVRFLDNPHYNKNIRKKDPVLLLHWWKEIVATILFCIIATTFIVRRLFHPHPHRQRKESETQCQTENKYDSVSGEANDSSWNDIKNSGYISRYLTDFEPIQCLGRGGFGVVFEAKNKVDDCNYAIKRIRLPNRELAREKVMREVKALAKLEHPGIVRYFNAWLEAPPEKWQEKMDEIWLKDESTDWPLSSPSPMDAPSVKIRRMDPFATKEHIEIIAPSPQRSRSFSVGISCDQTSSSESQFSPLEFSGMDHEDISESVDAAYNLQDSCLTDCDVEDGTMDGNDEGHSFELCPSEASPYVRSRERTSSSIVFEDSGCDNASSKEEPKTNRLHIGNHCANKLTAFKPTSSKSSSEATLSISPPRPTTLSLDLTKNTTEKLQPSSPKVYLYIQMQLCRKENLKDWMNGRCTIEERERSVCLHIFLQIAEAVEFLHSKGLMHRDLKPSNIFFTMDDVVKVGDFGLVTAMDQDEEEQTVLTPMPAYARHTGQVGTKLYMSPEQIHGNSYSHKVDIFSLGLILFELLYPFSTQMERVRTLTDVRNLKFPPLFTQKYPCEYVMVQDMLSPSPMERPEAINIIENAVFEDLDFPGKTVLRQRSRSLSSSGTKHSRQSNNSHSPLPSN
An asterisk follows results filed as active; / = no result given; & = joins results of further samples. The list is partial. The share of hits here may be higher or lower than overall.

mol,RBBP9 inh,L929 necroptosis,PGE2 EP2 inh,EP2 modulator,TNF necrop inh,Runt-CBFb FRET,Runt-SMMHC FRET,Hck Nef HTS,PERK inhibitor
CC(CN1CCCCC1)OC(=O)C1c2ccccc2Oc2ccccc21 (stereo unspecified),-9,-0.1,7,24,1.1,-1,3,-3,0.9
COc1ccc(-n2c(C)nc3cc(C(=O)N4CCOCC4)ccc32)cc1,-10,-0.3,12,-7,0.1,1,0,0,-0.7
CN(C)C(/C=C/Nc1ccc(Br)cc1)=C(C#N)C#N,6,0.8,2,-45,1.3,-2,3,-66,1.4
Cc1cc(C(=O)NC(C)c2ccncc2)no1 (stereo unspecified),-10,1.9,5,18,3.0,1,-2,-12,-0.1
CCn1c(=O)c(C(=O)CN2CCN(S(=O)(=O)c3ccc(C)cc3C)CC2)c(N)n(Cc2ccccc2)c1=O,0,1.2,12,-22,-8.9,-3,2,-77,-0.6
O=C(NC(=S)NCC1CCCO1)c1cccc([N+](=O)[O-])c1 (stereo unspecified),0,1.0,2,0,2.1,-2,2,3,0.8
COCCN1C(=O)c2ccc(C(=O)O)cc2C1=O,2,-0.9,-1,2,-0.6,0,2,7,1.1
CC(C)C(=O)Nc1ccc(NC(=S)NC(=O)c2cc3ccccc3o2)cc1,4,0.5,5,3,2.7,2,2,-2,0.7
Cc1ccc(CNC(=O)Cc2nc3nc(C)cc(C)n3n2)cc1,-4,1.5,12,12,0.8,-1,3,2,0.5
O=C(O)CCCC(=O)N1CCCC1,-3,0.4,7,14,-0.8,0,0,18,0.2
CCOC(=O)C1CCN(S(=O)(=O)c2ccc(-n3cnnn3)c(C)c2)CC1,-8,-0.1,1,25,0.5,-1,-4,-1,-1.1
Cc1ccc(CC(=O)NCc2ccc(Cl)cc2)cc1,-3,2.1,2,10,-2.8,-1,0,20,0.2
Cc1ccc(CCNC(=O)CN2CCN(Cc3ccccc3F)C2=O)cc1,2,-0.7,5,-17,0.2,3,8,2,0.3
COc1cccc(OC)c1C(=O)Nc1ccc(CN2CCOCC2)cc1,-2,-0.2,14,-2,0.0,0,-2,-2,0.4
O=C1c2ccccc2C(=O)N1CC(=O)N1c2ccccc2Sc2ccc(C(F)(F)F)cc21,5,1.4,7,32,2.5,1,2,0,0.0
O=C1COc2ccc(C(=O)COC(=O)c3cccnc3Cl)cc2N1,-3,0.2,9,-21,0.0,1,2,5,0.9
CN(C)C(CNC(=O)c1ccc2c(=O)n(-c3ccccc3F)c(=S)[nH]c2c1)Cc1ccccc1 (stereo unspecified),-5,-0.2,5,-15,-0.6,0,0,10,-0.6
O=C(NC1CCCC1)c1cnc2n(c1=O)CCS2,-2,0.2,12,16,1.0,-1,-10,-1,-1.0
O=C(N/N=C/c1ccc(Cl)cc1)c1cc2c(s1)-c1ccccc1CC2,-6,1.9,13,8,-14,0,6,2,0.9
O=C(NCc1cccs1)C1CCN(c2nccs2)CC1,-2,0.5,19,-61,4.1,6,2,2,-0.7
O=C(COC(=O)c1ccccc1C(=O)N1CCN(c2ccccc2)CC1)NCc1ccccc1,4,1.0,6,-9,0.0,-2,-3,-5,2.0
CCOc1cc(C)c(S(=O)(=O)NC2CCCCC2)cc1C,-5,-0.1,2,3,-1.9,-2,-1,1,0.1
COc1ccc(C2C(C)C3(O)CC(C#N)(C(=O)N3)C2(C#N)C#N)cc1 (stereo unspecified),0,-0.4,7,-6,0.8,-2,-1,20,1.2
O=C(CCN1CCC(c2ccc(Cl)s2)=N1)c1ccc(Cl)s1,0,0.6,12,-13,3.3,-9,-9,1,1.6
CCCOC(=S)N/C(=N\S(=O)(=O)c1ccccc1)c1ccccc1,-3,0.1,11,24,-2.1,2,1,0,1.8
C=CCOc1ccc2oc(=O)cc(C)c2c1,-4,0.5,15,24,0.1,0,-3,10,0.3
Cc1nn(-c2ccccc2Cl)c(Cl)c1/C=C(\C#N)C(N)=O,-5,/,10,14,-8.5,-2,0,6,1.4
CCNC(=O)C(CCSC)NS(=O)(=O)c1ccc(C)cc1 (stereo unspecified),-15,1.1,3,-10,0.2,-2,-1,12,-1.0
Cn1cnc([N+](=O)[O-])c1S(=O)(=O)c1ccc(Cl)cc1,-1,/,10,21,-26,19,14,0,1.5
CC(C(O)C12CC3CC(CC(C3)C1)C2)N1CCCCC1 (stereo unspecified),-8,-0.6,4,1,1.4,1,-2,-18,0.8
O=C(O)/C=C/C(=O)Nc1ccc(OC(F)(F)F)cc1Br,-4,0.3,11,24,0.6,1,-6,-2,1.2
CN(C)c1cc[n+](CC(=O)N2c3ccccc3Sc3ccccc32)cc1,-8,1.1,2,11,-0.4,0,2,18,0.3
CC(=O)c1c(N2CCCC2)[nH]c(-c2ccccc2)nc1=S,-3,0.2,11,13,-1.0,-2,-2,-1,-0.2
Cc1ccc(CCNC(=O)C23C[C@H]4C[C@@H](C2)CC(n2nnc(C)n2)(C4)C3)cc1,4,1.3,9,-45,1.1,1,1,7,0.4
COc1cccc(C(=O)OCCN2CCCCC2)c1,-11,0.0,7&7,-9&22,-0.3,-4,4,7,-0.7
COc1ccc(S(=O)(=O)N2CCC(C(=O)NCC3CCCO3)CC2)cc1C (stereo unspecified),-5,0.0,10,19,-1.4,1,2,1,0.1
Cc1csc2ncc(C(=O)N3CCCc4ccccc43)c(=O)n12,-7,0.5,12,-12,-0.2,-1,-1,-1,0.5
Cc1nn(C)c(C(=O)Nc2ccn(Cc3ccccc3F)n2)c1[N+](=O)[O-],-8,-0.3,4,5,8.0,0,3,-2,-1.2
C[C@H](NC(=O)NCc1cccs1)C(=O)O,5,0.5,4,41,-1.0,-2,-3,0,-0.4
COCC(=O)n1nc(-c2ccc(Cl)cc2)nc1NCc1ccc(F)cc1,-8,1.3,6,12,-1.2,2,-6,2,0.0
CC1(C)Oc2ccc(C(=O)NN)cc2NC1=O,-10,1.1,3,-9,0.6,-3,-1,20,0.2
COc1ccc(-c2nn(-c3ccccc3)cc2/C=C/C(=O)O)cc1[N+](=O)[O-],-11,1.5,3,-7,-9.2,0,-4,3,0.4
CCOC(=O)c1[nH]cnc1C(=O)Nc1ccccn1,2,3.2,8,17,-1.2,-4,1,1,0.6
c1ccc(CCn2c(C3CC3)nc3ccccc32)cc1,6,-1.1,4,15,-0.5,-1,-1,4,-2.4
CCCn1c(=S)[nH]c2ccccc2c1=O,0,0.6,11,4,-0.7,1,-1,-5,0.5
CCn1c(C)c(C2=CCN(S(=O)(=O)c3ccccc3)CC2)c2ccccc21,-8,0.8,8,-24,1.2,-16,-36,3,0.2
CCOC(=O)c1c(C)n(OC)c2ccc3c(no[n+]3[O-])c12,0,0.2,17,26,0.0,-2,3,5,1.1
Cc1c(NS(=O)(=O)c2ccc3c(c2)n(C)c(=O)n3C)c(=O)n(-c2ccccc2)n1C,-5,0.1,11&6,7&-15,-0.8,-1,3,5,1.8
Cc1cc(C)nc(NS(=O)(=O)c2ccc(N/C=C/C(=O)c3ccc(Cl)cc3)cc2)n1,2,1.4,6,-44,1.9,12,25,11,0.2
N#CCCN(Cc1cccnc1)C(=S)Nc1ccc(OC(F)F)cc1,10,0.6,6,-9,1.1,0,1,15,1.0
O=C(Nc1ccccc1)C1CC(=O)n2ncnc2N1 (stereo unspecified),-4,-0.2,5,47,-2.5,2,0,1,0.7
CC1=C(C(N)=O)C(c2ccc(Cl)cc2)NC(=O)N1 (stereo unspecified),-13,-0.3,6,10,-4.7,/,/,1,0.8
Cc1ccc2c(c1C)OC(=O)CC2(C)C,-4,0.5,8,16,1.6,0,12,2,0.7
COc1ccc(CCNC(=O)CSc2nnnn2-c2ccccc2OC)cc1OC,-10,0.2,4,17,-0.4,0,0,23,-0.2
CCOC(=O)C(Sc1cc(C)nc(N)n1)C(C)=O (stereo unspecified),-2,-0.8,15,7,1.0,-1,-16,-1,-0.1
O=S(=O)(c1ccc2c(c1)OCCO2)N1CCN(c2nc3ccccc3s2)CC1,-6,-0.5,5&12,-41&-88,0.3,0,2,0,1.2
CCOC(=O)CN1N=C(/C=C/c2ccc(C)cc2)CCC1=O,-9,0.2,8,0,-2.9,-2,2,3,2.6
O=C(C1CC1)N1CCc2cc(S(=O)(=O)NC3CCN(Cc4ccccc4)CC3)ccc21,3,0.4,/,-5,-4.4,0,2,8,0.2
O=C1CC(c2ccccc2)CC(O)=C1C=NCCc1ccccc1 (stereo unspecified),0,-0.5,10,-7,11,-1,-1,9,1.2
CCN(CC)c1ccc2c(c1)CCCN2,-3,-1.3,13,1,-14,-4,-28,14,0.4

(cont.)
mol,RBBP9 inh,L929 necroptosis,PGE2 EP2 inh,EP2 modulator,TNF necrop inh,Runt-CBFb FRET,Runt-SMMHC FRET,Hck Nef HTS,PERK inhibitor
COc1cccc(N2CC(C(=O)Nc3ccc(C(=O)OC(C)C)cc3)CC2=O)c1 (stereo unspecified),-7,-0.3,15,-21,0.1,-3,1,0,-0.2
O=[N+]([O-])c1cccc(-c2ccc(SCc3cccnc3)nn2)c1,-18,72,6,-35,0.6,-1,-2,-48,0.4
O=C(Nc1cccc2c1C(=O)NC2=O)c1ccc(S(=O)(=O)N2CCCC2)cc1,3,0.3,12,/,-2.3,-46,39,1,1.1
COc1ccccc1C1c2[nH]c3ccccc3c2CCN1Cc1ccc(NC(C)=O)s1 (stereo unspecified),-2,-0.7,9,42,0.4,5,0,14,-1.6
COc1ccc(OC)c(/C=C/C(=O)N2CCCc3ccccc32)c1,-10,1.9,5,79*,0.3,-3,1,25,0.0
COc1ccc(C(=O)NC(Oc2ccccc2)C(Cl)(Cl)Cl)cc1 (stereo unspecified),-10,-0.2,10,-23,-2.7,/,2,-1,0.8
O=C(NCCN1CCCC1)c1ccc2c(=O)n(CCc3ccccc3)c(=O)[nH]c2c1,-8,91*,9,1,-1.7,-1,1,0,0.1
O=S(=O)(c1ccc(S(=O)(=O)N2CCN(C/C=C/c3ccccc3)CC2)cc1)N1CCCC1,-4,-0.3,22,0,-0.9,-2,-4,1,0.7
CCCOC(=O)c1cccc(NC(=O)COc2ccc([N+](=O)[O-])cc2)c1,-5,-0.3,10,-22,-4.2,-3,6,4,1.4
CC1OC(Oc2c(-c3cc(O)c(O)c(O)c3)oc3cc(O)cc(O)c3c2=O)C(O)C(O)C1O (stereo unspecified),-33,0.3,13,-6,0.1,-27,-22,-1,2.3
CCNc1nnc(-c2ccccc2OC)s1,-8,-0.2,16,-19,-6.2,0,1,3,-0.2
